From PubChem BioAssay
DT40 TDP1 CPT = growth inhibition of DT40 Tdp1-/-;hTDP1 cells with camptothecin (screen for TDP1 inhibitors). AID 686979. Potency, µM (top dose mostly 46.2 µM), inactives show at the highest dose activity change, negative = growth inhibition, hits mostly inhibitors. chicken DT40 Tdp1-/-;hTDP1 cells + 20 nM CPT, ATP luminescence, 48 h. 420,000 compounds, 12% hits; note: nearly all actives have a fitted effect of over 55% in size
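Chicken DT40 Tdp1-/- cells complemented with human TDP1, 400 cells/well, exposed to compounds plus 20 nM camptothecin for at least 48 h at 37 C; viability read as ATP content by CellTiter-Glo luminescence.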
TDP1 inh = inhibitors of human tyrosyl-DNA phosphodiesterase TDP1; recombinant TDP1, AlphaScreen DNA substrate cleavage; Potency, µM (series often up to 130 µM), for inactives: at the top dose activity change, negative = inhibition, most hits filed as inhibitors; 350,000 compounds, 0.28% hits; note: nearly all actives have a fitted effect of over 40% in size
Target sequence (Q9NUW8 whole entry, looked up): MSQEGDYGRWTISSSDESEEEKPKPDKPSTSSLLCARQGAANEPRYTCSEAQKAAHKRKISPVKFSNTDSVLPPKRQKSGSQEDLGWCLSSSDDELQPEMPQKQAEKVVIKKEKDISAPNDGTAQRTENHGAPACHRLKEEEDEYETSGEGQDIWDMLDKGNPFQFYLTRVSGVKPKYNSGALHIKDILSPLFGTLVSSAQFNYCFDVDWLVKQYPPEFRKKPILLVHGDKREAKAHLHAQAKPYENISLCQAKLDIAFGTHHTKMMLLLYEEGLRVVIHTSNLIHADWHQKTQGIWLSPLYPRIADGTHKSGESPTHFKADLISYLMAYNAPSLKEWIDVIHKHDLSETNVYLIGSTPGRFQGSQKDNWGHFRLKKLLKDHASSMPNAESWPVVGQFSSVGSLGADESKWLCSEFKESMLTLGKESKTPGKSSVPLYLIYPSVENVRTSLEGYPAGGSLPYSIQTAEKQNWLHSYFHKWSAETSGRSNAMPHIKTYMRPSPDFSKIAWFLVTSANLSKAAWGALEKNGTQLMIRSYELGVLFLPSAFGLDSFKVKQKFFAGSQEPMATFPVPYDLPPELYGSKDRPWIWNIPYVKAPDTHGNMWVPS
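AlphaScreen read-out: signal falls as enzyme removes the 3' tyrosine-FITC from a 5'-biotinylated DNA oligo (15 nM, 5 min, RT). Enzyme was E. coli-made recombinant Tdp1 at 1 nM, exposed to compound for 15 min beforehand; beads 10 ug/ml, 10 min.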
DT40 TDP1 no CPT = qHTS for Inhibitors of human tyrosyl-DNA phosphodiesterase 1 (TDP1): qHTS in cells in absence of CPT; DT40 Tdp1-/- hTDP1 cells, no CPT, ATP luminescence, 48 h; Potency, µM (top dose mostly 46.2 µM), inactives show top-dose activity change, negative = growth inhibition, most hits filed as inhibitors; 420,000 compounds, 15% hits; note: nearly all actives have a fitted effect of over 55% in size
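Seeded 400 DT40-hTDP1 cells/well (vehicle DMSO, no 20 nM CPT); pinned compounds; ≥48 hr at 37 °C; CellTiter-Glo luminescence as viability measure.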
Numbers without * were called inactive; ? = inconclusive; nt = no result given; & = joins results of further samples; [ ] = remark or other dose. Calls come from the whole dose curve; as a rule, active = well fitted curve in the direction sought with a large enough effect; inconclusive = small, poorly fitted or top-dose-only effect, or another doubt; inactive = no such curve, though single readings can be large; an effect the other way counts as inactive or inconclusive. % is set by controls: 0 for no effect and ±100 for the full control effect; potency is the fitted concentration of half-maximal effect.

SMILES	DT40 TDP1 CPT	TDP1 inh	DT40 TDP1 no CPT
C[N+]1(C)C2CCC1CC(OC(=O)C(CO)c1ccccc1)C2 (configuration not stated)	-0.1%	9.6%	-8.8%
CC(C)(N)Cc1ccc(Cl)cc1	?	8.5%	-27.5%
COP(=O)(OC)c1nc(-c2cccc3ccccc23)oc1NCCc1ccccc1	?	-1.1%	?
O=C1NC(=S)N(c2ccccc2)C(=O)C1C(c1ccncc1)C1C(=O)NC(=S)N(c2ccccc2)C1=O (configuration not stated)	2.5%	nt	-18.1%
CC12CN3CCN(CC(C3)C1O)C2 (configuration not stated)	-4.6%	-2.5%	-1.9%
O=C(/C=C/c1ccc(F)cc1)NC(=S)N1C[C@H]2C[C@H](C1)c1cccc(=O)n1C2	-20.4%	nt	-4.2%
C=CCOC(=O)c1ccccc1N	-1.6%	0.3%&12.7%	4.5%
CN(C)c1nc(OCCNC(=O)COc2ccc(Cl)cc2Cl)nc(N2CCCCC2)n1	9.2µM*	2.4%	11.6µM*
CCOc1ccccc1CN1CCCC(C(=O)c2cc(F)ccc2F)C1 (configuration not stated)	-45.0%	nt	?
COc1ccc2[nH]cc(CCN)c2c1	?	10.9%[56.1 µM]	-26.8%&-29.2%&0.4%&-20.4%
O=C1C2CCN(CC2)C12CC2c1ccc(C(F)(F)F)cc1 (configuration not stated)	26.3%	5.0%	-24.1%
Oc1cc(O)c2c(c1)OC(c1cc(O)c(O)c(O)c1)C(O)C2 (configuration not stated)	3.26µM*	15.8µM*	?
CCC(C)C(=O)OC1C[C@@]2(C)C(c3ccoc3)OC(=O)CC23OC2(C)OC34C(OC(=O)C(C)C)[C@]3(O)C(OC(=O)C5(C)OC5C)[C@]5(C)CC3(O)[C@](C)(C5CC(=O)OC)C14O2 (some centres not stated)	?	1.0%	?
CC1C=CCCC12C(=O)NC(=O)NC2=O (configuration not stated)	-26.4%	nt	-19.0%
O=C(C1CC(c2ccc(Cl)c(Cl)c2)=NO1)N1CCC2(CC1)OCCO2 (configuration not stated)	14.6µM*	5.2%	14.6µM*
O=S(=O)(c1cccc2ccccc12)N1Cc2ccccc2-n2nncc2C1	23.1µM*	nt	11.6µM*
Cc1ccc(S(=O)(=O)N(C)C[C@H]2Oc3c(NC(=O)Nc4cccc5ccccc45)cccc3C(=O)N([C@@H](C)CO)C[C@@H]2C)cc1	16.4µM*	-0.2%	?
CC1C(=O)OC2CCN3CC=C(COC(=O)C(C)(O)C1(C)O)C23 (configuration not stated)	5.8µM*	nt	?
S=C(Nc1ccccc1)Nc1cccc(Br)c1	?	5.4%	?
O=C1NC(=O)N(c2ccc(F)cc2)C(=O)/C1=C/c1ccsc1	-1.7%	-3.0%	0.1%
Cc1ccc2cc(CNCCc3ccccc3C)c(=O)[nH]c2c1	?	5.2%	18.4µM*
ClCCN(CCCl)c1ccc(/C=C/c2ccnc3ccccc23)cc1	3.98µM*	nt	3.55µM*
CC(C)(C)OC(=O)N1CCC(c2c(C(=O)N3CCN(Cc4ccccc4)CC3)cnn2-c2ccc(Cl)cc2)CC1	25.9µM*	4.2%	20.6µM*
Cc1cc(Br)c(NC(=O)CN2CC=C(c3ccccc3)CC2)c(Br)c1	1.1%	2.7%	?
CNCC1(c2ccccc2)CCCC1	15.9%	1.0%	3.3%
C[C@H]1COC(=O)[C@@H](Cc2ccc(F)cc2)CC/C=C/C[C@H](CC(=O)N(CCO)Cc2ccccc2)C(=O)N1	16.4µM*	0.6%	16.4µM*
Nc1c(C(=O)Nc2cccc(F)c2)sc2nc(-c3cccs3)ccc12	?	nt	-29.4%
CN(C)CC#CCn1c2ccccc2c2ccccc21	-9.7%	4.2%	?
COc1ccc(C(O)c2ccccc2OP(=O)(N(C)C)N(C)C)cc1 (configuration not stated)	-19.2%	-4.7%	-8.3%
CN(C)c1ccc(N=O)cc1	0.562µM*	11.6%	5.01µM*
CN1CCN(c2ncnc3c2cnn3C)CC1	5.6%	0.0%	11.0%
CCSc1nnc([C@@H](N)Cc2c[nH]c3ccccc23)o1	7.5%	2.0%	-11.3%
COC(=O)/C=C\C(=O)N[C@@H]1CC[C@@]2(O)[C@H]3Cc4ccc(O)c5c4[C@@]2(CCN3CC2CC2)[C@@H]1O5	?	7.1%	?
CCC1(C)CC(CCNCc2ccc(N(C)C)cc2)(c2ccc(F)cc2)CCO1 (configuration not stated)	16.4µM*	nt	16.4µM*
CC(=O)OC1CC(OC2C(O)CC(OC3C(O)CC(OC4CCC5(C)C(CCC6C5CCC5(C)C(C7=CC(=O)OC7)C(O)CC65O)C4)OC3C)OC2C)OC(C)C1OC1OC(CO)C(O)C(O)C1O (configuration not stated)	1.46µM*	nt	1.84µM*
CC(=NCCCN1CCOCC1)c1c(O)n(Cc2ccccc2)c(=O)[nH]c1=O	0.1%	4.1%	-9.4%
CNC(=O)c1cccn(Cc2ccc(C(F)(F)F)cc2)c1=O	-19.7%	5.0%	?
CNP(=S)(NC)OCCOc1ccc(OC)cc1	-13.7%	-2.1%	-16.8%
CC(C)OP(=O)(OC(C)C)C(O)c1ccc(Br)cc1 (configuration not stated)	-5.3%	5.3%	?
COc1ccc(CC2(CCc3ccccn3)C(=O)NC(=O)N(c3ccccc3C)C2=O)cc1OC (configuration not stated)	19.1%	3.6%	1.2%
Nc1c(Br)cc2c3c(cccc13)-c1ccccc1-2	8.2µM*	nt	5.17µM*
Cc1ccc2nc3c(cc2c1)CC1(C(=O)N(C)C(=O)N(C)C1=O)C1COCCN31 (configuration not stated)	0.5%	2.9%	-0.1%
CCN(CC)CCCN=C(C)c1c(O)n(-c2ccc(C)cc2)c(=O)[nH]c1=O	-10.7%	2.0%	0.3%
COCC(C)OC(=O)c1c(N)n(Cc2ccco2)c2nc3ccccc3nc12 (configuration not stated)	-4.2%	-8.7%	?
c1ccc(NC2=NCCCS2)cc1	-10.4%	nt	18.6%
O=C1OCCN1P(=O)(c1ccccc1)c1ccccc1	1.6%	7.7%	-18.9%
CS(=O)(=O)NNP(=O)(NNS(C)(=O)=O)NC(=O)c1ccc(Br)cc1	-13.1%	0.0%	-0.4%
Cn1c(O)c(Cc2ccc(OCc3ccccc3)cc2)c(=O)n(C)c1=O	-18.2%	nt	-23.4%

Reprinted at random: 4 records from the list
SMILES	DT40 TDP1 CPT	TDP1 inh	DT40 TDP1 no CPT
CC(C)OP(=O)(OC(C)C)C(O)c1ccc(Br)cc1 (configuration not stated)	-5.3%	5.3%	?
CS(=O)(=O)NNP(=O)(NNS(C)(=O)=O)NC(=O)c1ccc(Br)cc1	-13.1%	0.0%	-0.4%
COc1ccc(CC2(CCc3ccccn3)C(=O)NC(=O)N(c3ccccc3C)C2=O)cc1OC (configuration not stated)	19.1%	3.6%	1.2%
Nc1c(Br)cc2c3c(cccc13)-c1ccccc1-2	8.2µM*	nt	5.17µM*

New compounds follow.
SMILES	DT40 TDP1 CPT	TDP1 inh	DT40 TDP1 no CPT
Cc1sc2ncn(CC(=O)NCC(=O)N3CCC4(CC3)OCCO4)c(=O)c2c1C	1.8%	3.3%	-10.5%
CCN(CC)S(=O)(=O)c1ccc(C)c(NCC(=O)Nc2ccc(C#N)c(Cl)c2)c1	16.4µM*	0.0%	14.6µM*
CCCCOC1NC(=O)NC(=O)C1(F)C(=O)OCC (configuration not stated)	?	nt	?
CCOc1cc(CNCCc2c[nH]c3ccccc23)cc(Cl)c1OCC	16.4µM*	9.1%	18.4µM*
O=C(c1ccco1)N1Cc2ccccc2-n2nncc2C1	19.4%	nt	-14.7%
c1ccc(CNC2CN3CCC2CC3)cc1 (configuration not stated)	-1.0%	nt	-17.3%
COc1ccc(-c2nc(CN3C(=O)CN=C(c4ccccc4Cl)c4cc(Cl)ccc43)c(C)o2)cc1OC	?	11.4%	?
O=c1[nH]c(=S)[nH]c(O)c1N=Nc1ccc(S(=O)(=O)N2CCc3ccccc32)cc1	-5.0%	-1.2%	-23.9%
COc1ccc2c(c1)CCC1[C@@H]2CCC2(C)[C@@H](NCCCCCCN3C(=O)C=CC3=O)CC[C@@H]12 (some centres not stated)	?	14.1%[56.1 µM]	?
CN(CCc1ccccc1)Cc1ccccc1[N+](=O)[O-]	-5.4%	0.5%	-7.9%
CCCCN(Cc1ccccc1)C1CCN(CCc2ccccc2)CC1	?	5.5%	?
C/C=C1/C[C@@H](C)[C@](O)(CO)C(=O)OCC2=CCN3CC[C@@H](OC1=O)C23 (some centres not stated)	?	-0.3%	?
COc1ccc(CCn2c(O)c(C=Nc3ccccc3F)c(=O)[nH]c2=O)cc1OC	5.2%	-5.1%	-21.2%
CCC(C)n1c(C)cc(C(N)=O)c1C (configuration not stated)	-3.7%	2.7%	-15.4%
Nc1ccc2cc(Br)ccc2c1	-13.8%	2.3%	-26.0%
O=C(Oc1ccccc1)N1CCC2(CC1)CN(Cc1ccncc1)C2	-19.4%	nt	?
Fc1ccc(CCNCc2ccc(Cl)c(Cl)c2)cc1	?	0.0%	-26.0%
Nc1ncnc2c1ncn2[C@@H]1O[C@H](COP(=O)(O)CP(=O)(O)O)[C@@H](O)[C@H]1O	4.11µM*	2.4%	?
COc1ccc(S(=O)(=O)Cc2ccc(C(=O)N3CCC4(CC3)OCCO4)o2)cc1	-9.2%	7.0%	-10.4%
O=c1[nH]c(O)c(N=Nc2ccc(S(=O)(=O)N3CCOCC3)cc2)c(=O)[nH]1	27.7%	?	-6.4%
CCN(CC)C(=O)Oc1ccc(Br)cc1C(=O)Nc1ccc(F)c(Cl)c1	?	5.1%	?
O=C1c2cccc3cccc(c23)C(=O)N1/N=C/c1c(O)n(-c2ccccc2)c(=O)[nH]c1=O	14.9%	-3.6%	4.7%
Cc1ccsc1C(=O)C1CCCN(Cc2cccn2-c2ccccn2)C1 (configuration not stated)	20.6µM*	2.6%	?
COc1cccc(N2CCN(C(=O)C3CCCN(S(=O)(=O)c4ccc5c(c4)oc(=O)n5C)C3)CC2)c1 (configuration not stated)	18.4µM*	0.8%&1.3%	14.6µM*
C1CC2NCCC3NCCC(N1)N32 (configuration not stated)	-12.9%	3.8%	-15.7%
O/N=C/c1c[nH]c2ccccc12	19.8%	1.0%	-16.3%
O=C1CSC2(CN3CCC2CC3)N1 (configuration not stated)	-0.8%	3.6%	11.8%
Cn1c(O)c(C=NC2CCN(Cc3ccccc3)CC2)c(=O)[nH]c1=O	5.0%	0.6%	-20.4%
CNC(C(=O)c1ccccc1)C(OC)c1ccc(C)cc1 (configuration not stated)	-12.6%	2.6%	-28.1%
CN1CCN(C(=O)COc2ccc(S(=O)(=O)Nc3ccc(Cl)cc3)cc2)CC1	-23.2%	nt	1.8%
Nc1nc(N)c2nc(CNc3ccc(C(=O)N[C@@H](CCC(=O)O)C(=O)O)cc3)cnc2n1	?	nt	16.4µM*
O=C(NC1CCCCC1)N1Cc2ccccc2-n2nncc2C1	-9.0%	nt	-2.1%
CCCCn1c(=O)c(C(=O)NCc2ccco2)c(O)c2ccccc21	?	2.7%	?
CCN1CCN(c2ccc(N)cc2)CC1	?	2.3%	0.7%
CCCCn1c(=O)c(C=Nc2ccc(Cl)cc2)c(O)n(Cc2ccco2)c1=O	6.6%	-5.1%	-25.6%
CC(Cc1ccccc1)[n+]1cc(/N=C(\N)[O-])on1 (configuration not stated)	-14.1%	2.0%	-8.5%
COC(=O)C1=C(c2ccc(F)cc2OCc2ccccc2)C[C@@H]2CC[C@H]1N2C(=O)NC(C)C	?	0.5%	20.6µM*
c1ccc2c(CCNC3CCCCC3)c[nH]c2c1	?	-4.7%	?
COc1cc2c(cc1OC)C13CCN4CC5CCOC6CC(=O)N2C1C6C5CC43 (configuration not stated)	8.0%	nt	10.1%
CCOC(=O)c1ccc(NC(c2ccc(N(C)C)cc2)P(=O)(OC(C)C)OC(C)C)cc1 (configuration not stated)	?	9.8%	29.1µM*
COC(=O)Nc1nc2ccccc2[nH]1	6.51µM*	13.8%	5.8µM*
O=C(NN=Cc1ccc2c(c1)CCC2)c1cccc([N+](=O)[O-])c1	?	nt	?
COc1cccc(C2CCN(C)C2)c1 (configuration not stated)	-2.1%	nt	?
O=S(=O)(c1ccccc1)N1CN2CCN(C2)C1	?	3.1%	-20.3%
Cc1cccn2c(=O)c3c(nc12)N1CCCCC1C1(C3)C(=O)N(C)C(=O)N(C)C1=O (configuration not stated)	-6.0%	0.0%	?

Molecules from the list above with a CF3 group, in the order listed:
SMILES	DT40 TDP1 CPT	TDP1 inh	DT40 TDP1 no CPT
O=C1C2CCN(CC2)C12CC2c1ccc(C(F)(F)F)cc1 (configuration not stated)	26.3%	5.0%	-24.1%
CNC(=O)c1cccn(Cc2ccc(C(F)(F)F)cc2)c1=O	-19.7%	5.0%	?

A portion of the library, so the mix of outcomes need not match the whole.
